Source: PubChem (National Center for Advancing Translational Sciences (NCATS))
G9a block: G9a (human) methyltransferase inhibition. G9a H3K9 monomethylation, AlphaScreen, 2 h. Potency, µM (top dose mostly 102 µM), inactives show at the top dose activity, negative = inhibition, usual class: inhibitors. actives 8.8% (n = 350,000). AID 504332; note: potency is the fitted concentration of half-maximal effect; % is set by controls: 0 for no effect and ±100 for the full control effect; nearly all actives have a fitted effect of over 75% in size
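AlphaScreen detection with an anti-monomethyl H3K9 antibody quantified product after a 2 h room-temperature reaction containing 500 nM biotinylated H3K9 peptide, 20 µM SAM and 20 nM enzyme, which had been preincubated 15 min with compound.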
ERG-DNA inh: ERG Ets/DNA interaction inhibition. AID 624246. Potency, µM (titrated, usually from 76.9 µM), for the others: at the top dose FP activity, negative = inhibition, actives largely listed as inhibitors. fluorescence polarization, His-ERG Ets domain / labelled DNA. P11308. actives 0.028% (n = 370,000); active = well fitted inhibition curve with a large enough effect in the polarisation, with a control signal flat; inconclusive = small, poorly fitted or top-dose-only effect, or effect the other way, or a change in a side signal; inactive = no such curve, though single readings can be large or run the other way; the % refers to the polarisation;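 note: polarization taken with two DNA probes labelled with fluorescein and Texas red; potency is the fitted concentration of half-maximal effect; % of control where 0% means no effect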
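His-tagged ERG Ets domain (1 uM in the protein solution; 300mM KCl, 50mM Tris-HCl, 1mM EDTA, 1mM DTT, pH 7.5) received compound, then a probe mix of 5 nM fluorescein-DNA and 100nM Texas-615-DNA. Fluorescence polarization was read for both dyes.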
JMJD2A Tudor inh: JMJD2A Tudor domain (human) inhibition; AlphaScreen JMJD2A-Tudor / H3K4me3 peptide binding; Potency, µM (top dose mostly 114 µM), without a hit: top-dose activity change, negative = inhibition, actives largely listed as inhibitors; actives 4.4% (n = 390,000); AID 504339; note: potency is the fitted concentration of half-maximal effect; % is set by controls: 0 for no effect and ±100 for the full control effect; nearly all actives have a fitted effect of over 50% in size
Target sequence (O75164 whole entry, looked up, the tested form may be a part): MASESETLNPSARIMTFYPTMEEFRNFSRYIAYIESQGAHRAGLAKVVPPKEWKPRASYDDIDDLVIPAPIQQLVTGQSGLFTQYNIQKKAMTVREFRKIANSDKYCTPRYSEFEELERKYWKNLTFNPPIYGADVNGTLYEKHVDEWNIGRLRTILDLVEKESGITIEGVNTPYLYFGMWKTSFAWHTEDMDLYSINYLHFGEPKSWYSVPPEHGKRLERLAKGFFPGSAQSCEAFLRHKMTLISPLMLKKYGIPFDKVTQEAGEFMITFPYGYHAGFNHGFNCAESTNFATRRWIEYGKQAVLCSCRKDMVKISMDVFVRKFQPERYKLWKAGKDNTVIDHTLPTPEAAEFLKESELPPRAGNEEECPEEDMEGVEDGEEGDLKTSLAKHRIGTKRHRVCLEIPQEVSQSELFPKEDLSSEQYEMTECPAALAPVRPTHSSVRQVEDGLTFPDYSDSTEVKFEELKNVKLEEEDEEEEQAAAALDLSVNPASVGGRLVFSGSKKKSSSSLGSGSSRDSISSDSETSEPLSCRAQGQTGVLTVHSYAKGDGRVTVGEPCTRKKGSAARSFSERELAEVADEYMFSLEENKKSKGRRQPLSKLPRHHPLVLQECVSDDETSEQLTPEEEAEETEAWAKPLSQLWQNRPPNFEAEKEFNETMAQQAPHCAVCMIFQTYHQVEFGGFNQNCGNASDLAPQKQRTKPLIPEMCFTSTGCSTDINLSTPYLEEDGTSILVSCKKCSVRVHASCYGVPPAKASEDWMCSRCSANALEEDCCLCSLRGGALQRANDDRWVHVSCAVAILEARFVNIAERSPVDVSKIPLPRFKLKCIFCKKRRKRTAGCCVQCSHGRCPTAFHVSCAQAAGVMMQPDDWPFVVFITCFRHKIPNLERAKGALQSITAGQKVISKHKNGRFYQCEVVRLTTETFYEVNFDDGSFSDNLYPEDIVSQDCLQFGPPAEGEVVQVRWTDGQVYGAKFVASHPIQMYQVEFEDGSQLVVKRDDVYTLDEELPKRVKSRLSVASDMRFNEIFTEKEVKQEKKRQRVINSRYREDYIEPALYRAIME
HP1b chromo inh: HP1-beta chromodomain-methylated histone interaction inhibition; AlphaScreen HP1-beta / biotin-H3K9me3 peptide binding; Potency, µM (highest dose often 114 µM), for inactives: top-dose activity change, negative = inhibition, actives largely listed as inhibitors; actives 0.56% (n = 390,000); AID 540317; note: potency is the fitted concentration of half-maximal effect; nearly all actives have a fitted effect of over 70% in size; inactives centre near 23
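AlphaScreen: HP1-beta (50 nM) preformed 30 min with biotin-H3(1-18)K9me3 peptide (50 nM) in PBS pH 7.4, 0.01% Tween-20. Compound added for 30 min at RT, then streptavidin donor/nickel chelate acceptor beads (10 ug/mL) for 30 min.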
Tb PGK inh: blocks T. brucei phosphoglycerate kinase. AID 602233. actives 0.043% (n = 380,000). PGK/GAPDH coupled, Kinase-Glo luminescence, 60 min. Potency, µM (titrated, usually from 57.5 µM), for the others: top-dose activity change, negative = inhibition, usual class: inhibitors. P07378; note: potency is the fitted concentration of half-maximal effect; % is set by controls: 0 for no effect and ±100 for the full control effect; nearly all actives have a fitted effect of over 60% in size
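Recombinant glycosomal PGK reaction used 1,3-bisphosphoglycerate generated in-well by GAPDH (100nM final) in 100mM TEA pH 7.6, 5mM MgCl2, 0.01% Tween-20. After 60 minutes at room temperature, ATP was read by Kinase-Glo Plus luminescence end-point.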
GLS inhibitor: glutaminase GLS (human) inhibition; GLS enzymatic activity, qHTS titration; Potency, µM (top dose mostly 45.5 µM), for the others: at the highest dose activity change, negative = inhibition, most hits filed as inhibitors; actives 0.21% (n = 410,000); AID 624170; note: potency is the fitted concentration of half-maximal effect; % is set by controls: 0 for no effect and ±100 for the full control effect
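Coupled fluorescence readout: glutamate oxidase/HRP/Amplex Red detect glutamate formed by hKGA from L-glutamine (1 mM solution added). Buffer 45 mM KH2PO4 pH 8.2, 0.02% Tween-20; reads at t0 and 30 min RT.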
PI4K2A block: blocks human PI4K2A kinase activity. activity change, negative = inhibition, % at 76.9 µM. actives 0.13% (n = 420,000). AID 1346378. purified PI4K2A, ADP-Glo luminescence, 1 h; stronger effect = lower value. Q9BTU6; in the data active = activity change below about -50%; inconclusive = mostly about -30% to -49%;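 note: -100% = wells without enzyme as full effect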
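In this quantitative HTS, ADP production by PI4K2A was quantified luminescently after 1 h at ambient temperature; 100 microM adenosine served as plate-quality control.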
BAZ2B inh: inhibitors of human BAZ2B bromodomain; AlphaScreen BAZ2B-H3K14Ac peptide displacement; AID 504333; Q9UIF8; Potency, µM (highest dose often 114 µM), inactives show at the highest dose activity change, negative = inhibition, hits mostly inhibitors; actives 4.4% (n = 360,000); note: potency is the fitted concentration of half-maximal effect; % is set by controls: 0 for no effect and ±100 for the full control effect; nearly all actives have a fitted effect of over 60% in size
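Inhibition is scored as reduced AlphaScreen emission. The BAZ2B/b-H3(5-23)K14Ac complex (50 nM each) in PBS pH 7.4, 0.01% Tween-20 meets compound (up to 110 uM) for 30 min at RT before bead addition.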
Pin1 inhibitor: inhibitors of human Pin1; AID 504891; Q13526; Potency, µM (series often up to 115 µM), without a hit: top-dose activity, negative = inhibition, most hits filed as inhibitors; Pin1 FP peptide displacement, HiFluor488, 10 min; actives 0.009% (n = 390,000); active = well fitted inhibition curve with a large enough effect in the polarisation, with a control signal flat, not every such curve was filed as active; inconclusive = small, poorly fitted or top-dose-only effect, or effect the other way, or a change in a side signal; inactive = no such curve, though single readings can be large or run the other way; the % refers to the polarisation; note: potency is the fitted concentration of half-maximal effect; % is set by controls: 0 for no effect and ±100 for the full control effect
* marks the source's active call; other numbers are inactive results; i = inactive; ? = inconclusive; · = no result given; & = joins results of further samples; [ ] = another dose, or the depositor's remark. Unless noted, calls come from the whole dose curve; as a rule, active = well fitted curve in the direction sought with a large enough effect; inconclusive = small, poorly fitted or top-dose-only effect, or another doubt; inactive = no such curve, though single readings can be large; an effect the other way counts as inactive or inconclusive.

HP1b chromo inh | Tb PGK inh | BAZ2B inh | ERG-DNA inh | JMJD2A Tudor inh | G9a block | PI4K2A block | GLS inhibitor | Pin1 inhibitor | SMILES
12% | -1% | 11% | 4% | -10% | ? | 6 | 1% | 4% | COc1cccc(N(C(=O)CNC(=O)c2ccco2)C(C(=O)NC2CCCC2)c2ccncc2)c1 (stereo unspecified)
52%[activator] | -2% | -1% | 12% | -4% | 18% | 1 | -7% | 2% | C=CCNC(=O)c1ccccc1CCc1ccccc1
27% | -5% | 13% | 0% | -5% | · | 1 | 7% | 33%[activator] | Cc1noc(C)c1S(=O)(=O)Nc1ccccc1Oc1ccccc1
-11% | 11% | ? | 1% | ? | 8.9µM* | 0 | 7% | 3% | O=S(=O)(NCc1ccc(F)cc1)c1ccc2[nH]c3c(c2c1)CCCC3
42%[activator] | i | -14% | 21% | -21%[11.4 µM] | -30% | -2 | 30% | 3% | COc1ccc(C2c3sc(=O)[nH]c3SCC2C(N)=O)cc1 (stereo unspecified)
33% | 1% | 2% | 4% | -23% | ? | 0 | 2% | 7% | CCc1ccccc1NC(=O)C1=CC(c2ccc3c(c2)OCO3)=NS(=O)(=O)N1C
53%[activator] | -4% | 11% | 8% | -12% | 21% | -4 | -10% | ? | CCOC(=O)C1CCN(C(=O)Nc2ccc(Cl)cc2)CC1
26% | -3% | -2% | 6% | -24% | ? | 0 | 2% | 0% | O=C(c1ccc(Br)s1)N1CCN(c2ncccn2)CC1
36% | -7% | 0% | -22% | -5% | · | -2 | -19% | 5% | Nc1nonc1-n1nnc(C(=O)N/N=C/C2CC=CCC2)c1CSc1ccccc1 (stereo unspecified)
69%[activator] | i | 14% | -6% | 29% | 7%[59 µM] | 2 | 6% | -1% | O=C(CN1CCCCCC1)Nc1ccccc1Oc1ccccc1
13% | -1% | -11% | -1% | -20% | -9%[59 µM] | 2 | 1% | 7% | CCOc1ccc(S(=O)(=O)c2cn(Cc3cc(C)ccc3C)c3ccc(OCC)cc3c2=O)cc1
4% | i | -13% | 1% | -15% | 0%[59 µM] | 1 | -8% | 26% | CCOc1ccc(CNS(=O)(=O)c2cc(-c3cc(C)no3)ccc2C)cc1OC
34% | 1% | ? | -1% | ? | -20% | -24 | 8% | 2% | O=C(COC(=O)/C=C/c1ccccc1F)Nc1nnc(-c2ccccc2)o1
? | i | -22% | 1% | -35% | 40µM* | -1 | -16% | 5% | CCOC(=O)C1CCN(C(=S)NC(=O)c2cccs2)CC1
23% | 7% | -18% | 0% | -3% | -6%[59 µM] | 1 | 7% | -6% | Cc1ccc2oc3c(c(=O)c2c1)C(c1ccc(O)cc1)N(CCCN(C)C)C3=O (stereo unspecified)
37% | 9% | 2% | -4% | -13% | 6% | -3 | 4% | 2% | Cn1c(=O)c(C(=O)CCl)c(N)n(Cc2ccccc2)c1=O
20% | -8% | · | -2% | -8% | -1% | 0 | -5% | 0% | CN(C(=O)COc1ccccc1)c1nc(-c2ccc(F)cc2)cs1
16% | · | · | -3% | -25% | 18%[59 µM] | 11 | 10% | 0% | Cn1c(Cn2nnc3ccccc32)nnc1SCC(=O)N1c2ccccc2CCc2ccccc21
31% | -9% | -5% | -7% | -10% | 4% | 1 | -10% | -2% | O=C(NCc1ccccn1)C1CCCCC1
36% | 2% | 4% | 2% | -13% | ? | 7 | -5% | -4% | CN1C(=O)NC(c2ccccc2)C2=C1CN(CCc1ccccc1)C2=O (stereo unspecified)
19% | 0% | 1% | 11% | 9% | 4% | 1 | 0% | 1% | Cc1cc(S(=O)(=O)N2CCOCC2)ccc1OCC(=O)N1CCCC1
28% | i | · | 8% | -21% | · | 2 | -3% | 0% | CCN(C(=O)COC(=O)c1cc(=O)[nH]c2ccccc12)c1c(N)n(Cc2ccccc2)c(=O)[nH]c1=O
18% | 7% | 10% | -8% | -9% | -9%[59 µM] | -3 | -1% | 8% | O=C1C2CCCN2C(=O)N1CCCCN1CCN(CCO)CC1 (stereo unspecified)
36%[activator] | -4% | 4% | 4% | -4% | 32%[12.7 µM] | -3 | 2% | 1% | CCOc1ccc(C(=O)N(CC)CC(=O)Nc2ccc3c(c2)OCCO3)cc1
2%&-3% | -4%&-9% | 2%&-32% | 2%&-2% | -20%&-28% | ? | -3&1 | 1%&-5% | 6%&11% | Cc1c(NC(=O)c2cc(-c3ccc(Br)cc3)on2)c(=O)n(-c2ccccc2)n1C
27% | i | 7% | -6% | -14% | -4% | 2 | 3% | 13% | Cc1cccc(N(CC(=O)NCc2ccccc2)C(=O)Cn2nnc(-c3ccc(C)o3)n2)c1
0% | 3% | -11% | 11% | -28% | -3%[59 µM] | 5 | 9% | 10% | COc1c(OC(C)=O)ccc(/C=C/c2ccc3cccc(OCc4ccccc4)c3n2)c1[N+](=O)[O-]
7% | 11% | · | -8% | -10% | · | 5 | -4% | -1% | COc1ccc(CNC(=O)CN2C(=O)NC3(CCCCCCC3)C2=O)cc1
28% | 4% | ? | 5% | -7% | 0% | 2 | -15% | 4% | COc1ccc(-c2cccc(NC(=O)COc3ccc(Cl)cc3)c2)nn1
25% | 7% | 5% | -1% | -3% | 4%[12.7 µM] | 0 | 7% | -1% | Cc1ccc(C(=O)N2CCCC(CCC(=O)NCc3ccc(F)c(F)c3)C2)cn1 (stereo unspecified)

G9a block: what is marked active above
HP1b chromo inh | Tb PGK inh | BAZ2B inh | ERG-DNA inh | JMJD2A Tudor inh | G9a block | PI4K2A block | GLS inhibitor | Pin1 inhibitor | SMILES
-11% | 11% | ? | 1% | ? | 8.9µM* | 0 | 7% | 3% | O=S(=O)(NCc1ccc(F)cc1)c1ccc2[nH]c3c(c2c1)CCCC3
? | i | -22% | 1% | -35% | 40µM* | -1 | -16% | 5% | CCOC(=O)C1CCN(C(=S)NC(=O)c2cccs2)CC1

The listing continues:
HP1b chromo inh | Tb PGK inh | BAZ2B inh | ERG-DNA inh | JMJD2A Tudor inh | G9a block | PI4K2A block | GLS inhibitor | Pin1 inhibitor | SMILES
13% | -14% | -4% | -3% | -17% | -48%[12.7 µM] | -6 | 0% | 16% | CC(C)COC(=O)C(C#N)c1nc2ccccc2nc1N1CCN(Cc2ccccc2)CC1 (stereo unspecified)
-4% | -3% | -37% | -4% | -28% | 79µM* | 6 | 14% | ? | c1ccc(-c2ncc3ccccn23)cc1
11% | 1% | -6% | 6% | 1% | -43% | 1 | -6% | 8% | O=C(COC(=O)c1ccc(F)cc1)Nc1cc(S(=O)(=O)N2CCOCC2)ccc1N1CCCC1
51% | 6% | 18% | 0% | 25% | 23%[59 µM] | 0 | 4% | -5% | O=C(CC(O)(c1ccccc1)C(F)(F)C(F)F)c1cccs1 (stereo unspecified)
24% | -3% | -18% | -10% | 1% | -1% | 6 | -1% | 2% | CCOc1ccccc1NC(=O)CSc1nc(=O)n(Cc2ccncc2)c2c1CCC2
-16% | 5% | -16% | -2% | ? | ? | 3 | 4% | 5% | CCOC(=O)C1CCN(C(c2cccnc2)c2c(NC(=O)c3ccco3)sc(C)c2C)CC1 (stereo unspecified)
62%[activator] | 3% | 27% | 4% | 20% | 29% | -27 | 4% | 5% | COCCn1c(N)c(C(=O)OCc2ccccc2)c2nc3ccccc3nc21
47%[activator] | 8% | -19% | 2% | 6% | -23% | 10 | 6% | 2% | COc1ccccc1NC(=O)Nc1nn(C)c2cccc(OC)c12
17% | i | -31% | -2% | -7% | -44%[59 µM] | 3 | 0% | -2% | CC1(C)OC(=O)C(=NNc2ccc(Cl)cc2)C(=O)O1
31% | 0% | 7% | -9% | 1% | -13%[59 µM] | -1 | · | 30% | Cc1sc2nc(C)n(/N=C/c3ccccc3)c(=O)c2c1C
13% | 5% | 1% | 7% | 1% | 74%[activator] | -4 | 4% | -2% | COC(=O)c1ccc(N2CCOCC2)c(NC(=O)c2cccnc2)c1
32% | -3% | -19% | -2% | 3% | ? | -1 | 3% | 1% | COc1cc(CNCc2ccccc2)cc(Cl)c1OC
-8% | 0% | -5% | -2% | -18% | ? | -4 | 7% | 4% | O=C(Cc1coc2ccc3ccccc3c12)NCc1cccs1
1% | 1% | 4% | -1% | -26% | -1%[59 µM] | 4 | 8% | 6% | CN(C(=O)COC(=O)c1cc(Br)c(Br)s1)C1CCS(=O)(=O)C1 (stereo unspecified)
30% | i | 7% | 16% | -16% | -9%[12.7 µM] | 0 | 0% | 5% | Cc1cc(=O)oc2c3c(cc(OCC(=O)N4CCC[C@H]4C(=O)O)c12)OC(C)(C)CC3
9% | i | 3% | 1% | -21% | 28µM* | 4 | 0% | 0% | CN(C)c1ccc(/C=N/NC(=O)c2ccccc2O)o1

Looked up by compound from the entries so far (3):
HP1b chromo inh | Tb PGK inh | BAZ2B inh | ERG-DNA inh | JMJD2A Tudor inh | G9a block | PI4K2A block | GLS inhibitor | Pin1 inhibitor | SMILES
24% | -3% | -18% | -10% | 1% | -1% | 6 | -1% | 2% | CCOc1ccccc1NC(=O)CSc1nc(=O)n(Cc2ccncc2)c2c1CCC2
-8% | 0% | -5% | -2% | -18% | ? | -4 | 7% | 4% | O=C(Cc1coc2ccc3ccccc3c12)NCc1cccs1
-16% | 5% | -16% | -2% | ? | ? | 3 | 4% | 5% | CCOC(=O)C1CCN(C(c2cccnc2)c2c(NC(=O)c3ccco3)sc(C)c2C)CC1 (stereo unspecified)
